IDE act – boosts human insulin-degrading enzyme activity in HEK cells; P14735; FAbeta-B cleavage, fluorescence polarization; 0% vehicle, 100% cell-free pure enzyme wells; activation, % at 5.96 µM; 340,000 tested, 0.073% active;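 active means activation above the mean of all tested compounds plus 3 SD, set per screening campaign, cut at about 17% in these data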
Target sequence (P14735 whole entry, looked up): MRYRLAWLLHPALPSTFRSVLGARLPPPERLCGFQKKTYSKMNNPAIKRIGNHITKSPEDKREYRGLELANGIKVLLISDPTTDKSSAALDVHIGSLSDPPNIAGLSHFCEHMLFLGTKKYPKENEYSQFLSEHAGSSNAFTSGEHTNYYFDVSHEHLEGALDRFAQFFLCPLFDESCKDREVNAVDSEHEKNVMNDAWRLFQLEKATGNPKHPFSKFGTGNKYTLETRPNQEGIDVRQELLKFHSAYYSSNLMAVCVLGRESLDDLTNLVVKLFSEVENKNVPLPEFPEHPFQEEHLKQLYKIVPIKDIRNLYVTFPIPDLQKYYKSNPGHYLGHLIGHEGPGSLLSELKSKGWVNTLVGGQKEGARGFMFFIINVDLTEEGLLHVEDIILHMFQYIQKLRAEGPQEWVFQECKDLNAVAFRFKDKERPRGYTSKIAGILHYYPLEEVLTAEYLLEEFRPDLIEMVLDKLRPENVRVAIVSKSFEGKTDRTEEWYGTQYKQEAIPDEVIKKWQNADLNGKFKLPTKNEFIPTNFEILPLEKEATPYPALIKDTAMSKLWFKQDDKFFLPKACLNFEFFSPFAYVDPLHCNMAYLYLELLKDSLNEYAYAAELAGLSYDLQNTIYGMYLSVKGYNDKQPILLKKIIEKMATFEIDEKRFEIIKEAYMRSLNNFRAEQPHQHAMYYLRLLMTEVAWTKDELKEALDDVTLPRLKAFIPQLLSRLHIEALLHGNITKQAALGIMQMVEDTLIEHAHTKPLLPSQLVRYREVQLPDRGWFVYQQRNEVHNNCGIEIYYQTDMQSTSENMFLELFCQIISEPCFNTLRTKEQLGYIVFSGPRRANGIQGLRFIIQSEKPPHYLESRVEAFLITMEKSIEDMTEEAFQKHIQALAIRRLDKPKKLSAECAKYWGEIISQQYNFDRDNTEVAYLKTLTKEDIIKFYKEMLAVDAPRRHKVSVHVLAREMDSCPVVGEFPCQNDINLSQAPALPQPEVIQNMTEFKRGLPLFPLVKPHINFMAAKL
Active calls of the source: *. Only part of the results is shown; count on the stated rates, not on these rows.

SMILES	IDE act
O=S(=O)(NCCc1nc2ccccc2[nH]1)c1ccccc1	4
CC(C)(C)OC(=O)N(CCc1ccccc1)Cc1cccc(OCc2cccc(NC(=O)c3ccccc3)c2)c1	-2
Cc1noc(C)c1COc1ccccc1C(=O)N1CCN(S(=O)(=O)c2cccc(Cl)c2)CC1	1
C=CCOc1ccc(C[C@H](N)C(=O)NC[C@H]2O[C@@H](n3cnc4c(N)ncnc43)[C@H](O)[C@@H]2O)cc1	4
N#CC12C(=O)NC(=O)C1(C#N)C21CCCC1 (stereo not given)	7
CCCn1c(N)c(C(=O)CSc2ncnc3sccc23)c(=O)n(C)c1=O	-5
NC1=C(Br)C(=O)c2ncccc2C1=O	5
O=C(OCC1OC(n2ccc(=O)[nH]c2=O)C2OC12)c1ccccc1 (stereo not given)	0
COc1ccc2nc(N3C(=O)C(O)=C(C(=O)c4ccco4)C3c3ccc(C)o3)sc2c1 (stereo not given)	5
CCOC(=O)[C@H]1[C@H]2COc3ccc(Br)cc3[C@@H]2N2C(=O)CN(C)C(=O)[C@@]12C	4
OC(CNc1ccnc2cc(Cl)ccc12)CNC1CCCCC1 (stereo not given)	2
c1ccc2scnc2c1	4
Cc1cn(CC(=O)NCCCN2CCCC2=O)c(=O)[nH]c1=O	1
NC(=O)C1(Nc2ccc(Br)cc2)CCCC1	5
CC[C@]12c3[nH]c4cc(CCC(=O)N(C)C)ccc4c3CCN1C(=O)[C@@H](CC(=O)NCCCN(C)C)C[C@@H]2C(=O)N1CCN(C(=O)c2ccco2)CC1	5
Cc1ccc(C(CNS(=O)(=O)c2cc(F)ccc2F)N2CCN(C)CC2)cc1 (stereo not given)	4
CC1CCCN(S(=O)(=O)c2cc(C(=O)NCCc3ccc(S(N)(=O)=O)cc3)ccc2Cl)C1 (stereo not given)	9
C[C@@]12C(=O)N(CC3CCCO3)CC(=O)N1[C@@H]1c3ccccc3OC[C@@H]1[C@@H]2c1ccccc1 (stereo not given in full)	-1
CN(C)c1ccc(C=NNc2ccccn2)c(Cl)c1	4
O=[N+]([O-])c1ccc(Nc2cccc3c2[nH]c2c(-c4ccccc4)nccc23)c([N+](=O)[O-])c1	5
O=C1OC(c2ccccc2)C(O)=C1c1ccccc1 (stereo not given)	1
CC1CC(=O)C(C(C2=C(O)CC(C)CC2=O)c2ccccc2)=C(O)C1 (stereo not given)	4
COC(=O)c1ccc(CSC2=NC[C@@H]3[C@@H]4C(=O)N(Cc5ccccc5)C(=O)[C@@H]4[C@](C)(C(=O)OC)N23)cc1	0
Cc1nc2c(Br)cc(Br)cc2c(=O)n1-c1ccccc1NC1OCC(O)C(O)C1O (stereo not given)	4
COc1ccccc1-c1sc2cc3c(cc2c1-c1ccc(OCCN2CCOCC2)cc1)OCO3	5

15 of the compounds above, with values ahead of the structure.
IDE act	Structure
4	O=S(=O)(NCCc1nc2ccccc2[nH]1)c1ccccc1
-2	CC(C)(C)OC(=O)N(CCc1ccccc1)Cc1cccc(OCc2cccc(NC(=O)c3ccccc3)c2)c1
1	Cc1noc(C)c1COc1ccccc1C(=O)N1CCN(S(=O)(=O)c2cccc(Cl)c2)CC1
4	C=CCOc1ccc(C[C@H](N)C(=O)NC[C@H]2O[C@@H](n3cnc4c(N)ncnc43)[C@H](O)[C@@H]2O)cc1
7	N#CC12C(=O)NC(=O)C1(C#N)C21CCCC1 (stereo not given)
-5	CCCn1c(N)c(C(=O)CSc2ncnc3sccc23)c(=O)n(C)c1=O
5	NC1=C(Br)C(=O)c2ncccc2C1=O
0	O=C(OCC1OC(n2ccc(=O)[nH]c2=O)C2OC12)c1ccccc1 (stereo not given)
5	COc1ccc2nc(N3C(=O)C(O)=C(C(=O)c4ccco4)C3c3ccc(C)o3)sc2c1 (stereo not given)
4	CCOC(=O)[C@H]1[C@H]2COc3ccc(Br)cc3[C@@H]2N2C(=O)CN(C)C(=O)[C@@]12C
2	OC(CNc1ccnc2cc(Cl)ccc12)CNC1CCCCC1 (stereo not given)
4	c1ccc2scnc2c1
1	Cc1cn(CC(=O)NCCCN2CCCC2=O)c(=O)[nH]c1=O
5	NC(=O)C1(Nc2ccc(Br)cc2)CCCC1
5	CC[C@]12c3[nH]c4cc(CCC(=O)N(C)C)ccc4c3CCN1C(=O)[C@@H](CC(=O)NCCCN(C)C)C[C@@H]2C(=O)N1CCN(C(=O)c2ccco2)CC1

(cont.)
SMILES	IDE act
O=C(CCCCn1cnc2c(=S)nc[nH]c21)Nc1ccc(C(=O)O)c(O)c1	-4
Cc1cc(=O)oc2cc(OCC(=O)Nc3ccc(F)cc3F)ccc12	-3
CCN(Cc1cccs1)C(=O)CN1CCN(S(=O)(=O)c2ccc3c(c2)OCCCO3)CC1	2
COc1cc(OC)c2c(-c3cccc(-c4ccc(NC(C)=O)cc4)c3)cc(=O)oc2c1	2
O=S(=O)(Nc1ccc(NS(=O)(=O)c2ccccc2)c(Cl)c1)c1ccccc1	-3
Cc1ccc(C(=O)C2CC2)c(C)c1	-1
CCCNC(=O)Cn1c(=O)/c(=C/c2ccc(-c3ccc([N+](=O)[O-])cc3)o2)s/c1=C\C(=O)C(C)(C)C	-1
CCOC(=O)C1(NC(=O)CN2C(=O)c3ccccc3C2=O)CCCC1	4
CC(=O)N1CCN(C(=O)c2cc(S(=O)(=O)N3CCN(c4ccccc4)CC3)ccc2Cl)CC1	2
O=C1CC(c2ccc(Cl)cc2)Oc2ccc(Cl)cc21 (stereo not given)	-1
O=C1NC(=O)C2(CCC(C3CCCCC3)CC2)N1 (stereo not given)	1
O=[N+]([O-])c1ccc(N=Nc2ccc(O)c3ccccc23)cc1	3
O=C(CN1CCN(S(=O)(=O)c2ccc(Cl)c(C(F)(F)F)c2)CC1)NC(=O)NC1CCCCC1	5
COc1cc(C)c2c(c1OC)C(=O)CC2	2
CCN1C[C@@H]2[C@@H]3C(=O)N(Cc4ccccc4)C(=O)[C@@H]3[C@](Cc3ccccc3)(C1=O)N2C(=O)c1ccc(C(F)(F)F)cc1	-4
CCN(C(=O)COC(=O)CCCc1c[nH]c2ccccc12)c1c(N)n(Cc2ccccc2)c(=O)[nH]c1=O	0
CCOC(=O)C1CCCN(C(=O)c2ccc(-c3ccccc3Cl)o2)C1 (stereo not given)	-1
COc1ccccc1NC(=O)C(C)OC(=O)C(C)SCC(=O)Nc1ccc(C)cc1 (stereo not given)	3
OC[C@@H]1[C@@H](c2ccccc2)C(c2ccc(F)cc2)=NN1c1ccccc1	4
CN(CC(=O)Nc1ccc(F)cc1)C(=O)CN1C(=O)NC2(CCCC2)C1=O	-1
C1CC(=NN=C2CCSCC2)CCS1	5
O=c1[nH][nH]c(=O)c2c1[nH]c(=S)n2Cc1ccccc1	1
O=S(=O)(Nc1ccccc1)N1CCCCC1	3
CCCn1c(N)c(C(=O)CN(C)CC(=O)Nc2cc(C)ccc2C)c(=O)[nH]c1=O	5
CCN(C(=O)COC(=O)C1=COCCO1)c1c(N)n(Cc2ccccc2)c(=O)[nH]c1=O	1
Additional structures:
SMILES	IDE act
O=S(=O)(O)c1ccc(NN=Cc2ccccc2O)cc1	0
Cc1nc(N)nc(N(C)c2ccccc2)c1Br	3
N#Cc1ccc(CN2CCN(C(=O)CNC(=O)Cc3cccc4ccccc34)CC2)cc1	4
CCN(CC(=O)NCc1cccs1)C(=O)/C=C/c1cc(OC)c(OC)c(OC)c1	4
CC1(C)CCC(=O)N2CC[C@H]3c4cc5ccccc5nc4C[C@@H]1[C@H]32	2
O=C1CC[C@@H]2CC3(C[C@@H]4CCN1[C@H]24)Nc1ccccc1NC3=NC1CCCCC1 (stereo not given in full)	0
COC(=O)C=C1CCC2C3CC(F)C4(O)CC(=O)CCC4(C)C3C(=O)CC12C (stereo not given)	-2
Cc1cccc(NS(=O)(=O)c2ccc(C)c(C(=O)N3CCN(C(=O)c4ccco4)CC3)c2)c1	-2
COc1cc(N(C)C)ccc1C=c1c2ccccc2n2c1cc(-c1ccccc1)[n+]2C	-14
O=C(NCCCOC(=O)c1ccccc1)c1ccccc1	-6
O=C(NNC(=O)c1cc(-c2ccc(Br)cc2)nc2ccccc12)c1csc(N2CCOCC2)n1	5
CCOC(=O)C1CCC(=O)C1 (stereo not given)	6
CNc1ncnc2c1ncn2-c1ccccc1	3
O=C(c1ccc(S(=O)(=O)Nc2ccccc2F)cc1)N1CCCC1	1
COc1ccccc1NC(=O)c1ccc2c(=O)n3c(nc2c1)CCC3	-1
COc1ccccc1NS(=O)(=O)c1cc(C(=O)N2CCCC2)ccc1F	3
CCCc1cc(=O)[nH]c2nnc(SCC(=O)Nc3nnc(CC)s3)n12	-1
CN(Cc1ccc(OC(F)F)cc1)C(=O)c1cccc(S(=O)(=O)N2CCN(Cc3ccccc3)CC2)c1	5
S=C1CC2CCCC(C2)N1 (stereo not given)	7
COc1ccccc1NS(=O)(=O)c1ccc(C(=O)NCCCN2CCOCC2)cc1	5
COc1ccc(-c2csc(NC(=O)C3=COCCO3)n2)cc1OC	0
CCCC(C)Sc1nc2c([nH]1)c(=S)n(C)c(=O)n2C (stereo not given)	7
CCOC(=O)/C=C1/SCC(=O)N1Cc1ccc(Br)cc1	1
CC[C@]12c3[nH]c4ccc(Cl)cc4c3CCN1C(=O)[C@@H](CC(=O)NC(C)(C)C)C[C@@H]2C(=O)N1CCN(C(=O)c2ccco2)CC1	6
O=c1[nH]c(=S)[nH]c(O)c1/C=C1\C=Nc2ccccc21	-10
Carrying on.
SMILES	IDE act
Cc1cc(OCc2cn(CC(=O)c3ccc(O)cc3)nn2)ccc1[N+](=O)[O-]	1
CN(C)S(=O)(=O)c1cccc(NC(=O)c2cccc(S(=O)(=O)N3CCCCCC3)c2)c1	3
O=C(CCN1CCC2CCC(C2)C1)c1ccccc1 (stereo not given)	7
COc1ccccc1N(C)S(=O)(=O)c1ccc(C(=O)Nc2nnc(C)s2)cc1	7
OC(c1ccccc1)C(NCCNCc1ccccc1)c1ccccc1 (stereo not given)	2
COc1ccc2ccc(OCC(=O)NCC3CCCO3)cc2c1 (stereo not given)	-4
C=CCN(C(=O)CSc1nnnn1C)c1nc(-c2ccccc2)cs1	-12
CN(CC(=O)Nc1cccc(F)c1)C(=O)c1cccc(S(=O)(=O)N2CCN(c3ccc(F)cc3)CC2)c1	-1
O=C(c1cccs1)N1CCN(S(=O)(=O)c2cccc(Cl)c2Cl)CC1	-4
O=C(NCO)c1cccnc1	3
C1CCN(CC2CCCCN2)CC1 (stereo not given)	1
CC(OC(=O)c1cccc(-n2cnnn2)c1)C(=O)Nc1ccc(F)c(F)c1F (stereo not given)	-2
COc1ccc(NC(=O)c2ccc(OCC3CCCO3)cc2)cc1Cl (stereo not given)	-3
COc1ccc(CNCCS(=O)(=O)NCc2ccc(OC)cc2)cc1	-1
O=C(C1CC(=O)N(c2ccc3c(c2)OCCO3)C1)N1CCN(S(=O)(=O)c2ccc(F)cc2)CC1 (stereo not given)	0
CC1CN(Cc2ccco2)C(=S)N(c2ccccc2)C1=O (stereo not given)	2
Nc1ncnc2c1ncn2[C@@H]1O[C@H](CNS(=O)(=O)c2ccc3c(c2)CCN(C(=O)C(F)(F)F)C3)[C@@H](O)[C@H]1O	1
O=S(=O)(SC1=NCCN1)c1ccccc1	1
C=C1[C@H]2O[C@H]2[C@@H](OC(C)=O)[C@@]2(C)[C@@H](OC(C)=O)C[C@@H](OC(C)=O)[C@@](C)(O)[C@@H]2[C@@H](OC(C)=O)[C@@]2(O)[C@@H](C)C(=O)O[C@H]2[C@H]1Cl	2
CCOC(=O)C1C(C(=O)OC)=C(C(=O)OC)c2ccccc2N1S(=O)(=O)C(F)(F)F (stereo not given)	3
O=C(O)C(C1CCCCC1)C1(O)CCCC1 (stereo not given)	4
CCCCn1c(N)c(N(CCC(C)C)C(=O)COC(=O)c2ccc3ccccc3c2)c(=O)[nH]c1=O	3
COc1ccccc1-c1cccc([C@@H]2C[C@H]3[C@H](CON3C)CN2C(=O)C(C)(C)C)c1	2
CCN1C(=O)[C@H]2[C@H]3CN=C(SCc4ccccc4)N3[C@@](C)(C(=O)OC)[C@H]2C1=O	3
O=C(NCCc1ccc2c(c1)OCCO2)c1cc(S(=O)(=O)N2CCCC2)ccc1Br	3
Further records:
SMILES	IDE act
O=S(=O)(N[C@H](CO)c1ccccc1)c1ccc(Br)cc1F	0
CN(C)S(=O)(=O)c1ccc(NC(=O)Cn2nc(-c3ccc4c(c3)OCCO4)ccc2=O)cc1	4
O=C1OC(c2cc(Br)c(O)c(Br)c2)c2ccccc21 (stereo not given)	6
CCCSc1ncnc2[nH]ncc12	5
O=C(OCc1ccccc1)N1CCC2CC1c1cc(-c3ccc(F)cc3)ccc12 (stereo not given)	-3
Nc1ncnc2c1cnn2C1CC(O)C(CO)O1 (stereo not given)	6
CCN(CC(=O)Nc1ccc(NC(C)=O)cc1)C(=O)c1ccc(S(=O)(=O)N2CCCC2)cc1	3
Cc1cc(C)c(-c2c(N)cc(Br)cc2Br)c(N)c1	-9
CCOC(=O)C1Oc2ccccc2C(c2cccc3ccccc23)=C1C(=O)OC (stereo not given)	-1
Cn1c(=O)c2[nH]c(N=NN3CCCCC3)nc2n(C)c1=O	3
O=C(c1cccc(NS(=O)(=O)c2ccc(Br)cc2)c1)N1CCN(c2ccccc2O)CC1	-3
CC(C)N(C(=O)CSc1nnc(C2CC2)n1C1CC1)c1ccccc1	1
CC1CN(Cc2ccccc2)C(=S)NC1=O (stereo not given)	3
Cc1cc(Br)ccc1Nc1nc(N)nc(N)c1N=O	12
CN1C(CCl)Nc2cc(Cl)c(S(N)(=O)=O)cc2S1(=O)=O (stereo not given)	6
CCN(CC)C(=O)[C@H]1C[C@H](CC(=O)NCCCn2ccnc2)C(=O)N2CCc3c([nH]c4cc(-c5ccco5)ccc34)[C@]12C	8
CN(C)CCNC(=O)c1cccc2nc3c(ccc4ccccc43)nc12	6
COc1ccc(Cn2cc(CN3CCS(=O)(=O)N(Cc4ccc(-c5cccc(Cl)c5)cc4)C(C)C3=O)nn2)cc1 (stereo not given)	1
O=C(Cc1cccc(NC(=O)C2CCCN(C(=O)C3CCCC3)C2)c1)Nc1ccc(C(=O)N2CCOCC2)cc1 (stereo not given)	2
O=S(=O)(CS(=O)(=O)c1ccccc1)c1ccccc1	3
O=[N+]([O-])c1cccc(C=NNc2ccc3ccccc3n2)c1O	5

Compound activity from PubChem BioAssay.
